PV pol inh: poliovirus RNA polymerase inhibition; P03300; AID 588519; % elongation, % (compound at 16.7 µg/mL); hit rate 0.66% among 150,000; poliovirus polymerase elongation, fluorescence polarization; active compounds read low; in the data active = % elongation below about 90%; also: some results filed as inactive read as strong as hits
Target sequence (P03300 1749-2209 limits assumed): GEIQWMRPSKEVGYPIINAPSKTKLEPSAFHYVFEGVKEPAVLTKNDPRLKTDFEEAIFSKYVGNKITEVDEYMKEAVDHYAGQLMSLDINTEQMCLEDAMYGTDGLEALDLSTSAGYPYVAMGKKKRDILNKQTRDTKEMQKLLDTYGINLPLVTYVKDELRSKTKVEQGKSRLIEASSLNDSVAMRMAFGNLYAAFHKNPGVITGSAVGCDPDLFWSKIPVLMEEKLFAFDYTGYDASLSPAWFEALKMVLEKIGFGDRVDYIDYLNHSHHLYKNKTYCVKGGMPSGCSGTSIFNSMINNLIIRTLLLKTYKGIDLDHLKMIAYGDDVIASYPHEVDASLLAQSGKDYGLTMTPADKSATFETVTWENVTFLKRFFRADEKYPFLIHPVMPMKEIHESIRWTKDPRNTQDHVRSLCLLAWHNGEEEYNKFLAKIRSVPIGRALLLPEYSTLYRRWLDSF
PV pol inh FP z-score: further read-out of PV pol inh, marked with its call; z-score; measured here: FP z-score; hits read low
* hit, by the source's call; & = joins results of further samples. A portion of the library; count on the stated rates, not on these rows.

SMILES	PV pol inh	PV pol inh FP z-score
Cc1ccc(CNCCN2CCOCC2)o1	104	0.1
CCN(CC)C(=O)Cn1c(=O)n(-c2ccc(C)c(C)c2)c(=O)c2c3c(sc21)CCCCC3	108	0.6
CC1Cc2cc(S(=O)(=O)CCC(=O)Nc3ccccc3F)ccc2N1C(=O)C1CC1 (stereo not drawn)	105	-0.4
O=C(Cc1ccccc1)OCC(=O)c1cccc(C(F)(F)F)c1	101	-0.2
CCC(=O)Nc1nc(NC(=O)CC)c2ncn(C(=O)CC)c2n1	102	-0.1
Cc1ccc(C)c(NC(=O)C2CCCN(S(=O)(=O)c3c(C)nn(C)c3C)C2)c1 (stereo not drawn)	101	0.2
Cc1cc2c(n1-c1ccc(C(=O)NCc3ccccc3Cl)cc1)CCCC2	115	0.9
Cc1cc(C)cc(-n2ccnc2SCC(=O)Nc2nc3ccccc3s2)c1	97	-2.3
Cc1ccc2c(c1)C1OCCC1C(c1ccco1)N2 (stereo not drawn)	104	0.7
O=C(CCC(=O)N1CCN(c2ccc(F)cc2)CC1)c1ccc(Cl)cc1	104	1.2
CCOc1ccc(N2CC(NC(=O)Cc3ccccc3)CC2=O)cc1 (stereo not drawn)	108	0.2
O=C(Nc1ccc(-c2nc3cc(NC(=O)C4CCCCC4)ccc3o2)cc1)C1CCCCC1	103	0.2
O=C(COC(=O)c1cccc(Cl)c1Cl)Nc1ccc2[nH]c(=O)[nH]c2c1	103	0.2
N#CCc1nc(CCNc2ccccc2)no1	106	0.3
Cc1ccc(NC(=O)C(=O)NCC(c2ccc3c(c2)OCO3)N2CCN(c3ccccc3)CC2)cc1 (stereo not drawn)	111	0.9
COc1ccc(NC(=O)CC(NCc2ccccc2)C(=O)O)cc1 (stereo not drawn)	106	1.1
CCCNC(=O)C(Cc1ccccc1)NS(=O)(=O)c1ccc2c(c1)c(=O)n(C)c(=O)n2C (stereo not drawn)	108	0.5
COc1cccc(C2=CC(c3ccccc3F)n3ncc(C(=O)Nc4ccc(C)cc4)c3N2)c1 (stereo not drawn)	96	-1
CC1CN(C)C(C)CC1n1[nH]c(=O)cc1N (stereo not drawn)	111	1.2
O=c1c2nnn(Cc3ccc(F)cc3)c2ncn1Cc1ccc(F)cc1	100	-0.3
COc1cc2c(cc1OC)CN(c1nnnn1-c1ccccc1)CC2	102	-0.1
CCCOc1cc(C)c(S(=O)(=O)NCCOC)cc1C	103	1
Cc1oc2ncn(C)c(=O)c2c1C(=O)N1CCN(c2ccc(Cl)cc2)CC1	102	-0.7
CSc1ccc(CCNC(=O)C(C)n2nc(C)c3sc4ccccc4c3c2=O)cc1 (stereo not drawn)	111	0.2
CCc1ccc(-c2cc(C)no2)cc1S(=O)(=O)Nc1ccc(C)cn1	104	-0.7
COc1ccc(NC(=O)c2ccco2)cc1NC(=O)c1cc(Br)ccc1Cl	105	0.4
O=C1CCc2cc(S(=O)(=O)NCCC(=O)NC3CCCCCCC3)ccc2N1	103	0.5
CCOC(=O)N1CCC(NC(=O)NCc2noc3ccccc23)CC1	101	0.1
O=C(c1nnc(Cc2ccc(F)cc2Cl)o1)N1CCN(c2ccccn2)CC1	96	-0.6
Cc1cc(C)n(C(=O)CNc2ccccc2Cl)n1	100	-0.3

The closing 2 records of the part before are carried over, then new ones follow.
SMILES	PV pol inh	PV pol inh FP z-score
O=C(c1nnc(Cc2ccc(F)cc2Cl)o1)N1CCN(c2ccccn2)CC1	96	-0.6
Cc1cc(C)n(C(=O)CNc2ccccc2Cl)n1	100	-0.3
CC(=O)OCOC(=O)CNc1ccccc1OCCOc1ccccc1NCC(=O)OCOC(C)=O	101&100	0.1&0
CSc1nc(N)c(C#N)cc1C#N	119	1.4
COc1ccc(CNCc2ccccc2)cc1	101	-0.2
Cc1ccc(Cl)cc1NC(=O)Cn1c(=O)oc2cc(S(=O)(=O)N3CCCCCC3)ccc21	103	-0.2
CC(C)S(=O)(=O)c1ccc(Cl)cc1	103	0.3
CC(C)CNC(=O)c1ccccc1	105	0.2
CC1=C(O)C(=O)C=C2C1=CC=C1[C@@]2(C)CC[C@@]2(C)[C@@H]3C[C@](C)(C(=O)O)CC[C@]3(C)CC[C@]12C	102	0.6
Cc1cccc(C)c1NC1=NCCS1	107	0.8
CCn1nc(C)cc1/C(N)=N/OC(=O)c1cc(Cl)cc(Cl)c1	102	0.1
CCn1c2ccccc2c2cc(CN3CCN(Cc4ccc(OC)c(OC)c4)CC3)ccc21	99	-0.6
Cc1ccc(Cn2c(=O)c3ccccc3n3c(SCC(=O)N(C(C)C)C(C)C)nnc23)cc1	105	0.3
COc1ccc(-c2ccc(CNc3ccc4[nH]c(=O)[nH]c4c3)o2)cc1Cl	108	0.4
O=C(NCCCc1nc2ccccc2[nH]1)c1ccco1	104	0.4
CC(Oc1ccc(C(C)(C)C)cc1)C(=O)NCC1CCCO1 (stereo not drawn)	100	0
NC(=O)CCN1CCCCC1c1cccnc1 (stereo not drawn)	100	-0.6
COc1ccc(C2=NOC(C(=O)N3CCCCC3C)C2)cc1 (stereo not drawn)	103	0.5
CC(C)OC(=O)c1cc(N)c2c(-c3ccc(F)cc3)c(-c3cccs3)sc2n1	99	-0.1
O=C1CCN(C(=O)c2ccccc2)C2CCCCC12 (stereo not drawn)	101	-0.5
CCOC(=O)Cc1csc(NC(=O)CSc2nccn2C)n1	100	-0.4
CCOc1ccc(NC(=O)CCNS(=O)(=O)c2ccc3c(c2)CCCC(=O)N3)cc1	104	-0.8
Cc1ccc(OCCSc2nc3ccccc3n2CC(=O)N2CCOCC2)c(C)c1	105	-0.5
O=C(c1cccc(Cl)c1)N(Cc1cccc(F)c1)C1CCS(=O)(=O)C1 (stereo not drawn)	109	0.7
COc1ccc(C2N3CC4(C)CN2CC(c2ccccc2)(C3)C4=O)cc1 (stereo not drawn)	111	1
CCC1CCCCN1C(=O)Cn1c(=O)n(CCCCCC(=O)NCc2ccccc2Cl)c(=O)c2sccc21 (stereo not drawn)	103	-0.5
Cc1ccc([C@H]2Nc3ccc(S(=O)(=O)Nc4cccc(Cl)c4C)cc3[C@H]3C=CC[C@H]32)cc1	115	0.7
Nc1cccc(-c2nc3ccccc3s2)c1	104	0.6
CCc1ccc(Nc2cc(C(=O)N3CCOCC3)c3ccccc3n2)cc1	104	0.1
CCN(CC)CCCNC(=O)C(C)n1nc(C)n2c(cc3occc32)c1=O (stereo not drawn)	104	-0.4
COc1ccccc1CCNC(=O)C1CCN(c2nnc(C)c3c(C)n(-c4ccc(C)cc4)nc23)CC1	108	0.5
O=C(Cn1c(=O)n2ncnc2c2c3c(sc21)CCCC3)c1ccccc1	92	-1.9
Cc1sc2nc(N)sc(=O)c2c1C	105	0.3
O=C(NCc1ccccc1)N1CCn2cccc2C1Cc1ccccc1 (stereo not drawn)	99	-0.9
COc1ccc(-c2cc(C(=O)O)c(C)o2)cc1OC	102	0.7
COc1cccc(OCCn2cc(C(=O)c3cccs3)c3ccccc32)c1	102	0.5
N#Cc1ccccc1NC(=S)NC(=O)c1cc(-c2ccco2)nc2ccccc12	107	0
CC1=C(C)C(=O)N(c2ccccn2)C1=O	104	0.4
O=c1cc(CSc2nnc(Cn3nnc4ccccc43)o2)c2ccccc2[nH]1	99	-0.6
CCOC(=O)c1c(N)c[nH]c1NCc1ccc(Cl)nc1	97	-0.6
Nn1c(=S)[nH]nc(Cc2ccco2)c1=O	73*	-3.2*
CCCCNC(=O)Nc1ccn(C)n1	103	0.3
NC(=O)CSc1ncnc2sc3c(c12)CCCC3	103	0
O=C(Nc1ccc(N2CCOCC2)cc1)C1=NCCN1	63*	-5.8*
COc1ccc(NCC(O)Cn2c3ccc(Cl)cc3c3cc(Cl)ccc32)c(OC)c1 (stereo not drawn)	102	-0.1
CCCN(CCC)S(=O)(=O)c1ccc(C(=O)NN)cc1	103	0
NNC(=O)COc1ccc2oc3c(c2c1)CCCC3	101	-0.3
CC(C)c1ccc(NC(=O)c2cccc3c2C(=O)N(C2CCCCC2)C3)cc1	104	-0.9
CC(C)=C1N=C(c2ccccc2)OC1=O	108	2.7
Brc1ccc(C2=CSC3=NCCN23)cc1	102	0
O=C(C1CC1)N1CCc2cc(Br)cc(S(=O)(=O)Nc3ccc(C(F)(F)F)cc3)c21	102	-0.9
Cc1ccc(Cl)cc1N1CCN(C(=O)c2cccn2-c2nnc(N3CCCC3)s2)CC1	108	0.3
Further entries follow:
SMILES	PV pol inh	PV pol inh FP z-score
CCn1ccc2cc(S(=O)(=O)N3CCC(C(=O)NCc4cccc(Cl)c4)CC3)ccc21	113	1.7
COc1ccc2oc(C(=O)OCC(=O)NC3(C#N)CCCC3)c(C)c2c1	104	0.2
CSc1nc(C)c2c(n1)CCCC2	103	0.4
COc1ccccc1-c1nnc(SC(C)c2nc3ccccc3c(=O)[nH]2)n1C (stereo not drawn)	107	0.6
CCCNCc1nnc(-c2ccco2)o1	105	-0.1
COc1ccccc1NC(=O)c1cc2c([nH]c1=O)CC(C)(C)CC2=O	108	0.7
CC1=NN(C(=O)c2ccccc2)C(C)(O)C1(C)C (stereo not drawn)	100	-0.3
CC12CCC(c3c(C(F)(F)F)nc(N)nc31)C2(C)C (stereo not drawn)	109	0.7
Cn1nc(C(=O)N2CCN(c3cccc(Cl)c3)CC2)c2c1-c1ccccc1S(=O)(=O)C2	111	1
Cc1cc(C(O)C(F)(F)F)c(C)n1CC(C)C (stereo not drawn)	125	3.2

Another view of some results above.
canonical_smiles | PV pol inh | PV pol inh FP z-score
CC1=C(C)C(=O)N(c2ccccn2)C1=O | 104 | 0.4
O=c1cc(CSc2nnc(Cn3nnc4ccccc43)o2)c2ccccc2[nH]1 | 99 | -0.6
CCOC(=O)c1c(N)c[nH]c1NCc1ccc(Cl)nc1 | 97 | -0.6
Nn1c(=S)[nH]nc(Cc2ccco2)c1=O | 73* | -3.2*
CCCCNC(=O)Nc1ccn(C)n1 | 103 | 0.3
NC(=O)CSc1ncnc2sc3c(c12)CCCC3 | 103 | 0
O=C(Nc1ccc(N2CCOCC2)cc1)C1=NCCN1 | 63* | -5.8*
COc1ccc(NCC(O)Cn2c3ccc(Cl)cc3c3cc(Cl)ccc32)c(OC)c1 (stereo not drawn) | 102 | -0.1
CCCN(CCC)S(=O)(=O)c1ccc(C(=O)NN)cc1 | 103 | 0
NNC(=O)COc1ccc2oc3c(c2c1)CCCC3 | 101 | -0.3
CC(C)c1ccc(NC(=O)c2cccc3c2C(=O)N(C2CCCCC2)C3)cc1 | 104 | -0.9
CC(C)=C1N=C(c2ccccc2)OC1=O | 108 | 2.7
Brc1ccc(C2=CSC3=NCCN23)cc1 | 102 | 0
O=C(C1CC1)N1CCc2cc(Br)cc(S(=O)(=O)Nc3ccc(C(F)(F)F)cc3)c21 | 102 | -0.9
Cc1ccc(Cl)cc1N1CCN(C(=O)c2cccn2-c2nnc(N3CCCC3)s2)CC1 | 108 | 0.3
CCn1ccc2cc(S(=O)(=O)N3CCC(C(=O)NCc4cccc(Cl)c4)CC3)ccc21 | 113 | 1.7
COc1ccc2oc(C(=O)OCC(=O)NC3(C#N)CCCC3)c(C)c2c1 | 104 | 0.2
CSc1nc(C)c2c(n1)CCCC2 | 103 | 0.4
COc1ccccc1-c1nnc(SC(C)c2nc3ccccc3c(=O)[nH]2)n1C (stereo not drawn) | 107 | 0.6
CCCNCc1nnc(-c2ccco2)o1 | 105 | -0.1
COc1ccccc1NC(=O)c1cc2c([nH]c1=O)CC(C)(C)CC2=O | 108 | 0.7
CC1=NN(C(=O)c2ccccc2)C(C)(O)C1(C)C (stereo not drawn) | 100 | -0.3

Next records:
SMILES	PV pol inh	PV pol inh FP z-score
CCC(=O)N1N=C(c2ccc(OC)cc2)CC1c1ccccc1O (stereo not drawn)	99	-0.5
COc1cccc(NC(=O)CSc2nnc(COc3ccc(Cl)cc3)o2)c1	107	0
O=C1CC(c2ccccc2)n2nc(N3C(=O)CCC3=O)nc2N1 (stereo not drawn)	102	0.1
COc1cc(OC)c(NC(=O)C(C)n2nc(-c3ccc(C)c(C)c3)ccc2=O)cc1Cl (stereo not drawn)	105	-0.3
O=C1CCCC/C1=C/Nc1ccc2c(c1)OCO2	101	0
Cc1cccc(N(C)C(=O)Cn2ncc3c(=O)oc4ccccc4c32)c1	101	0.2
CC(C)CN(CCNC(=O)c1cn(C)c2ccc(S(=O)(=O)N3CCOCC3)cc2c1=O)CC(C)C	107	0.4
Cc1cccc(CNC(=O)Cn2nc(C)c3nn(-c4ccc(Cl)cc4)c(C)c3c2=O)c1	114	1.2
COc1ccc(C(=O)c2oc3ccccc3c2NC(=O)c2cccc(OC)c2)cc1	108	0.6
CCSc1ncc(Cl)c(C(=O)Nc2ccc(S(=O)(=O)Nc3ncccn3)cc2)n1	114	-0.1
CCCN(CCC)C(=O)CSc1nnc2cc(C)c3ccccc3n12	107	0.1
C/C(CCc1ccc2c(c1)OCO2)=N\N=C1/NC(=O)CC(C(=O)O)S1 (stereo not drawn)	100	-0.4
Cc1cc(C)c(NC(=S)NC(=O)c2ccccc2)c(C)c1	104	0.4
CCCCCC(=O)c1ccc(O)cc1O	102	0.4
COc1ccc(N(CC(=O)Nc2cc(Cl)ccc2C)S(=O)(=O)c2c(C)noc2C)cc1	104	0
O=C(C1CC1)N1CCc2cc(Br)cc(S(=O)(=O)N3CCN(c4cccc(C(F)(F)F)c4)CC3)c21	103	-0.4
O=C(COC(=O)c1cccs1)NC12CC3CC(CC(C3)C1)C2	102	0.5
N#C/C(=N\Nc1ccccc1)C(=O)C1CC1	103	0.4
CC1CN(C(=O)COc2ccccc2C#N)CC(C)O1 (stereo not drawn)	102	0.3
Cc1ccc(NC(=O)c2cc(N(C)C)ccc2[P+](=O)O)cc1	96	-0.6
CC1(C)NC(=S)N(c2nc3ccccc3s2)N1	100	-0.2
CCCc1ccc(C(=O)CC#N)cc1	103	0.3
O=C(C1CCN(S(=O)(=O)c2ccc3[nH]c4c(c3c2)CCCCC4)CC1)N1CCCC1	100	-1
CC(C)CNC(=O)C1CC(=O)N(Nc2ccccc2)C1 (stereo not drawn)	98	-1
CC(=O)OC(C(=O)NC1CCCCC1)c1ccccc1 (stereo not drawn)	101	-0.2
CCc1cccc(CC)c1NC(=O)CCS(=O)(=O)c1ccc(Br)cc1	99	-1.4
C/C(=C\C(=O)c1ccccc1)Nc1ccc(N2CCOCC2)cc1	101	0.2
O=C(c1ccccc1Cl)N1c2ncnn2C2(CCCCC2)[C@@H]2CCCC[C@@H]21	99	-0.4

Screens deposited in PubChem by ICCB-Longwood Screening Facility, Harvard Medical School.
